ST2 inh = inhibitors of human ST2 (IL1RL1) binding to IL-33. Q01638. AlphaLISA ST2-Fc/biotin-IL-33 interaction, 1 h. inhibition, % for hits at 17 µM. 2.3% of 78,000 active. AID 1259354; in the data active = inhibition above about 30%; inconclusive = mostly about 10% to 28%
Target sequence (Q01638 whole entry, looked up): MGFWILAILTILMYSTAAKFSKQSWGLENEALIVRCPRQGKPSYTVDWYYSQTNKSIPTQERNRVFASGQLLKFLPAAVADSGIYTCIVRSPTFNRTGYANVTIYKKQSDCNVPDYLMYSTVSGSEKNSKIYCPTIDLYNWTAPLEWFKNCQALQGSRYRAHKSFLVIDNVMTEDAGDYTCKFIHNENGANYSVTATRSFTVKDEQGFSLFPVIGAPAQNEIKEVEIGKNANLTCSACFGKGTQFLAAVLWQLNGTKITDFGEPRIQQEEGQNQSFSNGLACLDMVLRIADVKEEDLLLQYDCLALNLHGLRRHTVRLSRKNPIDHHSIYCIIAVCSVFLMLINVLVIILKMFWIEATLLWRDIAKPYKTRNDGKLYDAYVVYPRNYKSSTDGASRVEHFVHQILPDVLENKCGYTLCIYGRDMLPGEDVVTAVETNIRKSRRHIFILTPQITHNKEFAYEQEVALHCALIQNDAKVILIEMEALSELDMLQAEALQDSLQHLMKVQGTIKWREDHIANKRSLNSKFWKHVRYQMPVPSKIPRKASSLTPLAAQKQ
* hit, by the source's call; i = inactive; ? = inconclusive.

SMILES	ST2 inh
Cc1ccccc1-c1cc(O)c2c(c1)CN(C(=O)Cc1ccccn1)CCO2	i
CCCc1cc(C(=O)Nc2sc3c(c2C#N)CCC3)no1	i
C=CCNCCCOc1ccc(C)cc1Br	i
Cc1cccc(N(CC(=O)NC2CCCCC2)S(C)(=O)=O)c1C	i
COc1ccc(-c2nnc(N)o2)cc1	i
COCCCNC(=O)Cc1c(C(=O)O)[nH]c2ccc(Cl)cc12	i
COc1ccc2c(c1)C(C)=CC(C)(C)N2C(=O)CN1C(=O)C2CCCCC2C1=O (centres undefined)	i
Cc1ncc2c(c1CNC(=O)/C=C/c1cccs1)CCN(C(=O)c1ccc3c(c1)OCCO3)C2	?
O=[N+]([O-])c1ccc(CN2C[C@H](O)C[C@H]2c2nc(-c3ccc(OC(F)(F)F)cc3)no2)cc1	i
CCN(CC)C(=O)[C@@H]1C[C@@H](N)CN1C(=O)c1c(C)[nH]c(C(C)=O)c1C	i
Cc1ccccc1N1CCN(C2CCCN(Cc3ccc(C#CCCO)cc3)C2)CC1 (centres undefined)	i
O=C(c1cccnc1)N1CCc2c(ncnc2N2C[C@H]3CC[C@@H](C2)N3)C1	i
COCc1nc(N2CCCC(Oc3ccc(F)cc3)C2)c2cnn(C)c2n1 (centres undefined)	?
O=C(NC1CCCc2ccccc21)C1C2C=CC3(CN(Cc4cccs4)C(=O)C13)O2 (centres undefined)	i
CCN(CC)S(=O)(=O)c1cccc(C(=O)Nc2cccc([N+](=O)[O-])c2)c1	i
Cc1cc(C(=O)N2CCc3c(nc[nH]c3=O)C2)c(NC(=O)C(C)(C)C)s1	?
COc1cc(OC)c(CN2CCN(c3ccc([N+](=O)[O-])cc3)CC2)cc1Br	?
CCc1oc(C(=O)N[C@@H]2c3ccccc3C[C@@H]2O)cc1CN1CCCC1	i
CCSc1nnc(NC(=O)C(F)(F)F)s1	i
CCCCOC(=O)C1=C(C)Nc2nnnn2C1c1cccc(OC)c1OC (centres undefined)	i
Cc1cccc(C)c1Nc1nnc(C(C)(C)C)c(=O)[nH]1	i
COc1ccc2nc3oc(C(=O)Nc4ccc(F)cc4F)cc3cc2c1	i
O=c1/c(=C/c2ccc(-c3cccc([N+](=O)[O-])c3)o2)sc2nc3ccccc3n12	i
Cc1cc(=O)oc2cc(Oc3ccc(C(F)(F)F)cc3[N+](=O)[O-])ccc12	?
O=C(O)C[C@@H]1CCN(C(=O)c2ccnc(Cl)c2)C[C@@H]1CCN1CCN(c2cccc(C(F)(F)F)c2)CC1	i
Cc1csc(NC(=O)c2ccc(COc3ccc(Cl)cc3Cl)o2)n1	i
O=C(c1ccccc1)c1cccc(NC(=O)C2CC2)c1	i
CC(C)C(=O)Nc1nc2cc(NC(=O)C3CCCN(S(=O)(=O)N4CCCC4)C3)ccc2s1 (centres undefined)	?
CC1=C2C[C@@]3(C)[C@@H](CCC[C@@H]3C)C[C@@]2(O)OC1=O	i
Cc1ccccc1OCc1nc(C#N)c(NCc2ccc(F)cc2)o1	34%*
COc1cc(C(=O)NCc2c(C)noc2C)nc(OC)n1	i
O=C1COC[C@H]([C@H](O)c2ccc(NC(=O)c3cccc(F)c3)cc2)N1	i
CC(=O)Nc1ccc(C(=O)NCCc2ccc(F)cc2)cc1	i
Cc1cc(Nc2ccccc2Cl)n2ncnc2n1	i
CC(NS(C)(=O)=O)C(c1cccs1)N1CCN(C)CC1 (centres undefined)	i
O=C(CCCn1cnc([N+](=O)[O-])n1)Nc1ccc([N+](=O)[O-])cc1Cl	i
c1ccc(-c2cc(-c3nc(-c4ccccn4)no3)c3ccccc3n2)cc1	?
COc1ccccc1N1CCN(Cc2cc(OC)c(O)c(OC)c2)CC1	i
CCOc1ccc(/C=C2\CS/C(=C\c3ccc(OCC)cc3)C2=O)cc1	?
CC(C)CN(CCn1c(=O)oc2ccccc21)Cc1cnn(C)c1	?
CC(NC(=O)c1ccc2c(c1)no[n+]2[O-])c1ccccc1-n1cccn1 (centres undefined)	?
COc1cc(OC)c(NC(=O)COc2ccc(Br)cc2)cc1Cl	i
O=C(Nc1nc2ccc3ccccc3c2s1)c1ccccc1	i
COc1ccc(Cc2n[nH]c(=O)c3ccccc23)cc1OC	i
O=C(Nc1ccc(Br)cc1F)C1c2ccccc2Oc2ccccc21	i
COC(=O)c1cncc(N2C[C@@H]3C4CCC(CC4)[C@@H]3C2)n1	i
CCNc1ncc(CN2CCn3nc(C(=O)N4CCCC4)cc3C2)cn1	?
CC1=NN(c2ccc(F)cc2)C(=O)/C1=C/c1ccc(N(C)C)c([N+](=O)[O-])c1	i
CC(C)NC(=O)CN(Cc1ccccc1F)S(=O)(=O)c1ccc(Cl)cc1	i
O=C(NCc1ccco1)c1c(F)cccc1Cl	i
COc1ccc(CC(=O)Nc2cc(N3CCCS3(=O)=O)ccc2C)cc1	?
CN(C)CCNC(=O)C1CC(=O)N(c2ccc(F)c(Cl)c2)C1 (centres undefined)	i
CCn1nccc1C(=O)N1CCC(c2cc(Cc3ccccc3)[nH]n2)CC1	i
Cc1ccn2c(=O)cc(COc3cccc(NC(=O)c4ccco4)c3)nc2c1	i
O=C(c1cnccn1)N1C[C@@H]2OCC(=O)N(CC3CC3)[C@@H]2C1	i
CC(C)c1ccc(CN2CCOCC2)cc1	i
CCn1c(C2CCN(C(=O)CCN3CCCO3)CC2)n[nH]c1=O	i
NC(=O)c1c(NC(=O)c2cc([N+](=O)[O-])nn2Cc2ccccc2)sc2c1CCCC2	i
O=C(C[C@@H]1O[C@H](CNC(=O)NC2CCCCC2)[C@@H](O)[C@H]1O)NCc1ccc(F)cc1	i
c1cncc(-c2nc3ccccc3s2)c1	i

Later entries.
SMILES	ST2 inh
CC1(C)CC(=O)C(C(C2=C(O)CC(C)(C)CC2=O)c2ccc([N+](=O)[O-])s2)C(=O)C1 (centres undefined)	30%*
N#Cc1ccc(C(=O)Nc2ccc3n(c2=O)C[C@H]2C[C@@H]3CN(S(=O)(=O)c3cccc4cccnc34)C2)cc1	?
COC(=O)C1=COC(O[C@@H]2O[C@H](CO)[C@@H](O)[C@H](O)[C@H]2O)/C(=C\COC(=O)c2ccc(O)c(OC)c2)C1CC(=O)OCCc1ccc(O)cc1 (some centres undefined)	i
Nc1ccc2nc(SCC(=O)c3ccc(F)cc3)sc2c1	?
COc1cccc(-n2c(C)nc3c(cnn3-c3ccc(Cl)cc3)c2=O)c1	?
Cc1cc(C)n(C(C)CNC(=O)c2cccc(Cn3cccn3)c2)n1 (centres undefined)	i
CCN(CC)S(=O)(=O)c1ccc2oc(C(=O)N3CCCCCC3)c(C)c2c1	i
COc1ccc(CCN2C(=O)C3CC=CCC3C2=O)cc1OC (centres undefined)	i
COc1ccc(C(=O)Nc2ccc(I)cc2Cl)cc1Cl	i
C=CCN1C(=O)NC(=O)/C(=C/c2cccc(OCc3ccccc3Cl)c2)C1=O	i
O=C1CC(N2CCOCC2)C(=O)N1c1cccc(Cl)c1 (centres undefined)	i
Nc1nnc(C23CC4CC(CC(C4)C2)C3)s1	i
c1cncc(CN2CCC(N3CCCCCC3)CC2)c1	i
Cc1cccc(C(=O)Nc2c3c(nn2C(C)(C)C)CSC3)c1	i
CCSc1nnc2c(n1)OC(c1cccc(C)n1)Nc1ccccc1-2 (centres undefined)	i
CC1=C(C(=O)OCCC#N)C(c2cccc(Br)c2)NC(=O)N1 (centres undefined)	i
O=C1CC(c2cccs2)CC2=C1C(c1cc(F)ccc1F)Nc1ccccc1N2 (centres undefined)	i
Cc1nn(CCCC(=O)N2CCN(c3ccc(F)cc3)CC2)c(C)c1[N+](=O)[O-]	i
O=C(NCCNc1cccnc1)c1ccc(-c2ccn[nH]2)cc1	i
N#Cc1nc(-c2ccc(F)cc2)oc1NCc1ccco1	i
CCCCOc1nc(C)nc2c1sc1nc3c(cc12)COC(C)(C)C3	?
CSc1ccccc1NC(=O)c1nn2c(c1Cl)NC(c1ccco1)CC2C(F)(F)F (centres undefined)	i
COc1ccc(Nc2nnc(C(C)(C)C)c(=O)[nH]2)c(OC)c1	i
CCCCOc1ccc(C(=O)N2CCN=C2SCc2cccnc2)cc1	i
COc1ccccc1C(=O)N1CCN=C1SCc1cccnc1	i
CC(C)n1c(Sc2nncn2C)nc2c1c(=O)n(C)c(=O)n2C	?
CCc1ccc(-n2c(CN3CCN(C(=O)Nc4ccc5c(c4)CCC5)CC3)nc3cccnc32)cc1	i
O=C(NC1CCCCC1)N[C@@H]1C=C(C(=O)N[C@H]2CCCNC2=O)C[C@@H](O)[C@@H]1O	i
Cc1c(NC(=O)c2cc(-c3ccc(Cl)cc3)on2)c(=O)n(-c2ccccc2)n1C	i
O=C(CNS(=O)(=O)c1ccc(Br)s1)N1CCN(C2CCCCC2)CC1	i

Overlap with the part before: six entries, then new ones.
SMILES	ST2 inh
COc1ccccc1C(=O)N1CCN=C1SCc1cccnc1	i
CC(C)n1c(Sc2nncn2C)nc2c1c(=O)n(C)c(=O)n2C	?
CCc1ccc(-n2c(CN3CCN(C(=O)Nc4ccc5c(c4)CCC5)CC3)nc3cccnc32)cc1	i
O=C(NC1CCCCC1)N[C@@H]1C=C(C(=O)N[C@H]2CCCNC2=O)C[C@@H](O)[C@@H]1O	i
Cc1c(NC(=O)c2cc(-c3ccc(Cl)cc3)on2)c(=O)n(-c2ccccc2)n1C	i
O=C(CNS(=O)(=O)c1ccc(Br)s1)N1CCN(C2CCCCC2)CC1	i
CCCC(=O)NC(C)C(c1cccs1)N1CCN(c2ccccc2)CC1 (centres undefined)	i
CCOc1ccc(CN2CCCC(c3nn(C)c(=O)n3CC)C2)cn1 (centres undefined)	i
N#Cc1nc(COc2ccc(Br)cc2)oc1N1CCCC1	72%*
c1ccc2ncc(-c3cncnc3)cc2c1	i
COc1cc(C(=O)NCCc2nc3ccccc3[nH]2)cc(OC)c1OC	i
C=CCN1CCc2c(cc(O)c(O)c2Cl)C(c2ccccc2)C1 (centres undefined)	i
CCOC(=O)C(C(=O)N1CCn2cncc2C1)C1CCCCC1 (centres undefined)	i
CCc1cc(-c2n[nH]c(C)c2Oc2ccccc2)c(O)cc1O	i
CCOC(=O)C1=C(c2ccccc2)N=C2SCC(=O)N2C1c1c(OC)ccc2ccccc12 (centres undefined)	?
Cc1ccccc1N1CCN(C2CCCN(C(=O)c3ccc(Cl)s3)C2)CC1 (centres undefined)	i
O=C(Nc1ccccc1F)C1[C@H](C(=O)O)[C@H]2C=C[C@@H]1C21CC1 (some centres undefined)	i
CC1CCCC(C(=O)OCc2ccccc2)N1 (centres undefined)	i
CCOc1ccc(C2CC(=O)N3CN(c4ccc(OC)cc4OC)CSC3=C2C#N)cc1 (centres undefined)	i
CNCC(=O)NCc1cnn(Cc2ccccc2)c1	i
COc1ccc(CN2CCCC(CNC(=O)c3cccs3)C2)c(F)c1 (centres undefined)	i

A different layout for part of the listing above:
SMILES | ST2 inh
COc1cc(C(=O)NCCc2nc3ccccc3[nH]2)cc(OC)c1OC | i
C=CCN1CCc2c(cc(O)c(O)c2Cl)C(c2ccccc2)C1 (centres undefined) | i
CCOC(=O)C(C(=O)N1CCn2cncc2C1)C1CCCCC1 (centres undefined) | i
CCc1cc(-c2n[nH]c(C)c2Oc2ccccc2)c(O)cc1O | i
CCOC(=O)C1=C(c2ccccc2)N=C2SCC(=O)N2C1c1c(OC)ccc2ccccc12 (centres undefined) | ?
Cc1ccccc1N1CCN(C2CCCN(C(=O)c3ccc(Cl)s3)C2)CC1 (centres undefined) | i

New compounds follow:
SMILES	ST2 inh
COc1cc(Br)c(/C=C2\C(=O)N(c3ccccc3)N=C2C)cc1OC	i
CCc1ccc(C2C(C#N)=C(N)OC3=C2C(=O)CCC3)cc1 (centres undefined)	?
Cc1ccc(Cn2ccc(NC(=O)c3cc(-c4cccs4)on3)n2)cc1	?
COc1cc(OC)c(OC)cc1CNCc1cc(OC)c(OC)c(OC)c1	i
CC(C)c1ccc(/C=C2\SC(N3CCCC3)=NC2=O)cc1	i
COc1ccc(OC)c(-c2cc(N)nc(N3CCOCC3)n2)c1	?
COc1ccc(C2C(C#N)=C(N)OC3=C2C(=O)CC(C)(C)C3)cc1COc1ccccc1C (centres undefined)	i
CC(CN(C)c1nc(-c2cccnc2)nc2c1cnn2C)N1CCOCC1 (centres undefined)	i
CCCCN(CC)S(=O)(=O)c1ccccc1	i
Clc1cccc(CN2CCN(c3ncccn3)CC2)c1Cl	i
C=C(C)C1CCC2(C(=O)OC3OC(COC4OC(CO)C(O)C(O)C4O)C(OC4OC(C)C(O)C(O)C4O)C(O)C3O)CCC3(C(=O)O)C(CCC4C5(C)CCC(=O)C(C)(C)C5CCC43C)C12 (centres undefined)	i
CN1CCN(Cc2ccc(-c3cccc(Cl)c3)o2)CC1CCO (centres undefined)	?
Cc1csc(SCC(=O)N2CCC(Cc3cccc(C(N)=O)c3)C2)n1 (centres undefined)	?
O=C(Nc1ccc(Br)c2cccnc12)c1cc(F)c(F)cc1Cl	i
CC(C)CCNC(=O)CCS(=O)(=O)c1cccc2nonc12	60%*

Random excerpt: 2 records from the list, in no set order.
SMILES	ST2 inh
COc1cc(Br)c(/C=C2\C(=O)N(c3ccccc3)N=C2C)cc1OC	i
O=C(Nc1ccc(Br)c2cccnc12)c1cc(F)c(F)cc1Cl	i

New compounds follow
SMILES	ST2 inh
COc1cc(Cn2cnc(-c3ccccc3)c2-c2nc[nH]c2C)ccc1O	i
O=C(Nc1ccccc1)O[C@@H]1CO[C@H]2[C@@H]1OC[C@@H]2NC(=O)C1CCC1	?
Cc1ccc(CNc2nc(-c3nnc(-c4ccc(C)cc4)o3)nc3ccccc23)cc1	?
O=C(Nc1nc(-c2cc([N+](=O)[O-])cs2)cs1)c1ccccc1Oc1ccccc1	?
O=C(Nc1ccc(S(=O)(=O)Nc2cnc3ccccc3n2)cc1)c1cccs1	i
Cc1ccc(NC(=O)c2cc3cc(Br)ccc3oc2=O)cc1C	i
CC(Nc1ncnc2ccc(Br)cc12)c1ccccc1 (centres undefined)	i
CCCN(CCO)Cc1ccccc1F	?
O=C1NCC2(CCCN(C(=O)Cc3c(F)cccc3Cl)CC2)O1 (centres undefined)	i
COC(=O)Nc1nc2ccc(C(=O)c3ccccc3)cc2[nH]1	i
COC(=O)c1c(NC(=O)CN2CCCCCC2)sc2c1CCC(C)C2 (centres undefined)	i

Source: PubChem BioAssay (IUPUI and University of Michigan)

These rows are one share of the data; count on the stated rates, not on these rows.
